Screening data (PubChem BioAssay)
Runt-SMMHC FRET: Runt domain-CBFb-SMMHC interaction inhibition | Q01196+Q13951 | Cerulean-Runt/Venus-CBFb-SMMHC FRET ratio 530/480, 1 h | inhibition, % at 20 µM | 0.74% of 220,000 active;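 active means mean inhibition across duplicate retests at 20 µM reaching about 50%, limit read from the data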;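 further: 0% = DMSO wells and 100% = wells with excess untagged CBFb-SMMHC; inhibitors lower the FRET ratio by blocking Runt binding to CBFb-SMMHC; some results filed as inactive read as strong as hits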
thrombin 1536: inhibitors of human thrombin; P00734; alpha-thrombin, Boc-VPR-AMC fluorogenic substrate cleavage; inhibition, % at 5 µM; 0.26% of 220,000 active;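 active means inhibition at or above 40%; inactive means inhibition below 40%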;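 further: 0% = enzyme with no compound and 100% = wells without enzyme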
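Material: human alpha-thrombin protein; Also added: Boc-VPR-AMC substrate, 15 µM final; Timing: enzyme reaction carried out at room temperature; Signal: fluorescence, ex 355 nm, em 460 nm; Measure: % inhibition of thrombin; Controls: enzyme without compound as high, wells lacking enzyme as low.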
Runt-CBFb FRET: blocks binding of human RUNX1 Runt domain to CBFb; Q01196+Q13951; 0.46% of 220,000 active; Cerulean-Runt/Venus-CBFb FRET ratio 530/480, 1 h; inhibition, % at 20 µM;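 active means inhibition over about 50% at 20 µM in the single-dose screen, limit read from the data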;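 further: 0% = DMSO wells and 100% = excess unlabeled CBFb competitor control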
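Doses: 20 µM compound in 1% DMSO | Material: Cerulean-labeled Runt domain protein | Amount: Each fluorescent fusion protein 100 nM | Schedule: Two 1 h room-temperature incubations shielded from light | Measured by: FRET fluorescence | Evaluation: Loss of energy transfer signal | Controls: Unlabeled CBFb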
FXIa inh 1536: blocks human coagulation factor XIa protease activity. P03951. purified FXIa, Boc-Glu-Ala-Arg-AMC fluorogenic substrate. inhibition, % at 5 µM. 0.14% of 220,000 active. AID 798;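 active means inhibition of at least 40%; inactive means inhibition below 40%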;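 further: fluorescence of freed AMC excited at 355 nm; 0% = enzyme without compound and 100% = no enzyme blank; many of its hits are not listed in these tables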
Hck Nef HTS: blocks Nef-activated human Hck kinase; P08631; Recombinant Hck-YEEI plus Nef, Z-Lyte FRET kinase assay; inhibition, % at 20 µM; 0.68% of 220,000 active; AID 463187;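 active means Hck-Nef kinase inhibition above about 50%, limit read from the data; inactive means inhibition below that limit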;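 further: 0% = DMSO with Hck plus Nef and 100% = Hck alone without Nef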
Target sequence (P08631 whole entry, looked up): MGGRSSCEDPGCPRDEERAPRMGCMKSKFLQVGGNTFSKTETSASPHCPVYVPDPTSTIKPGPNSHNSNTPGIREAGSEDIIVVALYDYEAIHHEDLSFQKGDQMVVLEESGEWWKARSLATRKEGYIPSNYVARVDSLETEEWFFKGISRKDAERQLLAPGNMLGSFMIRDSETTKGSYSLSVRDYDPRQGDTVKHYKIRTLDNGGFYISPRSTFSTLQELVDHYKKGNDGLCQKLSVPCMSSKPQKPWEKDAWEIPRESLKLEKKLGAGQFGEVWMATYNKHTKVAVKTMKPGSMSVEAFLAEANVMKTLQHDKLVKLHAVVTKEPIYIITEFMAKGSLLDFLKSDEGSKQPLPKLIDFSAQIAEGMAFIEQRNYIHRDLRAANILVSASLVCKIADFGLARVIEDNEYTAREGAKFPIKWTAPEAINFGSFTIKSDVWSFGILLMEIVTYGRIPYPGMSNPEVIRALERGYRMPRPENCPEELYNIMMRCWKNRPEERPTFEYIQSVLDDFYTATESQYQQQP
hK5 inh: blocks human kallikrein 5 protease activity. Q9Y337. recombinant hK5, fluorogenic AMC substrate cleavage. inhibition, % at 5 µM. 0.59% of 210,000 active;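 active means inhibition of 40% or more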;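 further: 0% = enzyme controls without compound and 100% = no-enzyme blanks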
Target sequence (Q9Y337 67-293 limits assumed): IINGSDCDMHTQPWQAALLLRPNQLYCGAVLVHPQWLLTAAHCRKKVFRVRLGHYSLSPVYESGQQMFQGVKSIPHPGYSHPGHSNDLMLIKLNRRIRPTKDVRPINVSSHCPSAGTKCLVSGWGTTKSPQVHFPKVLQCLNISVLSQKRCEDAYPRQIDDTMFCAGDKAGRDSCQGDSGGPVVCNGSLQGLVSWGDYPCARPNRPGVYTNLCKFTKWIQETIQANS
14-3-3 Bad PPI: disrupts binding of bovine 14-3-3 zeta to phospho-Bad peptide | P63103 | TR-FRET 14-3-3zeta/Dy647-pBad peptide displacement, 1 h | inhibition, % at 21.7 µM | 0.71% of 220,000 active | AID 781;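 active means inhibition above about 70%, limit read from the data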;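 further: 0% = full 14-3-3 plus peptide FRET controls and 100% = background without 14-3-3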
Target sequence (P63103 whole entry, looked up): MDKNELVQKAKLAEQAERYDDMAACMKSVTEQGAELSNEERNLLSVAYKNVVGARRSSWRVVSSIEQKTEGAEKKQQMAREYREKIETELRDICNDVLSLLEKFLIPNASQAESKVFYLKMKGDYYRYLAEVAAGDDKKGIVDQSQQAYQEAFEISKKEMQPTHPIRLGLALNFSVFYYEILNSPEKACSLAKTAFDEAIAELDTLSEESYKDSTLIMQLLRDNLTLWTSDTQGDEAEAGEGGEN
FXIIa inh 1536: blocks human coagulation factor XIIa protease activity. inhibition, % at 5 µM. purified FXIIa, Boc-QGR-AMC fluorogenic substrate, 2 h. P00748. 0.3% of 220,000 active; in the data active means inhibition above about 40%;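 further: 0% = enzyme with no compound and 100% = blank without enzyme; many of its hits are not listed in these tables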
Wee1 stabilizer: human Wee1 degradation inhibition, primary screen; P30291; HeLa Luc-Wee1K328M stability, luciferase luminescence; 100% = proteasome inhibitor MG132 effect; reporter increase, % at 5 µM; 1.2% of 220,000 active; AID 1321;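 active means activation above the mean of all tested compounds plus 3 SD, set per screening run, cut at about 8.8% in these data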;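 further: cells exposed to compound for 20 h before luminescence read; 0% = DMSO alone and 100% = MG132 at 30 µM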
* marks the source's active call; other numbers are inactive results; . = no result given; [ ] = another dose, or the depositor's remark.

SMILES	Runt-SMMHC FRET	thrombin 1536	Runt-CBFb FRET	FXIa inh 1536	Hck Nef HTS	hK5 inh	14-3-3 Bad PPI	FXIIa inh 1536	Wee1 stabilizer
CCOC(=O)c1nnn(-c2nonc2N)c1CNc1ccccc1	-3	-7	2	-14	0	0	-13	-9	-2
O=C(Cc1ccccc1)NCCc1ccc(Cl)cc1Cl	2	-4	-3	1	1	-19	-20	12	-1
COc1cccc(/C=C2\N=C(c3c(-c4ccccc4)noc3C)OC2=O)c1	-3	0	-1	30	2	14	11	24	-2
COc1ccc2[nH]cc(CCn3ccc(=O)c(C)c3C)c2c1	4	1	0	4	2	.	-3	14	0
Cc1ccc(NC(=O)CN(C)c2ccc(S(=O)(=O)N3CCCC3)cn2)cc1	-1	-12	-1	-5	-2	-5	-11	4	1
O=C(COc1ccccc1Cl)NNC(=O)C1CCCO1 (centres undefined)	21	-1	2	1	1	3	5[fluorescence artefact?]	10	-2
Cc1c(/C=C/C(=O)c2ccccc2)cnn1C	0	2	-2	3	1	7	0[fluorescence artefact?]	19	-1
Cc1ccc(OCC(O)CNS(=O)(=O)c2ccccc2C(=O)O)cc1 (centres undefined)	1	2	.	13	0	24	8	1	1
COc1ccc(/C=N/NC(=O)c2ccoc2C)cc1OC	0	-6	0	7	2	-14	-17	17	-1
Cc1cc(C)nc(Nc2n[nH]c(COc3ccc(Cl)cc3)n2)n1	-2	-1	-4	1	0	-16	-6	12	-3
CCOC(=O)CN(Cc1sccc1C)C(=O)Nc1cccc(OC)c1	3	-2	-134	-5	2	-9	-14[fluorescence artefact?]	3	0
Cc1nn(Cc2ccc(Cl)cc2Cl)c(C)c1NC(=O)Cn1nc([N+](=O)[O-])c(Cl)c1C	-3	-2	-3	3	-7	33	0	14	1
CSc1nsc(/C=C/Nc2ccc(F)cc2F)c1C#N	6	0	10	0	51*	0	-7	8	4
CN(C)C(CNC(=O)c1cc(S(=O)(=O)N(C)c2ccccc2)ccc1Cl)c1cccs1 (centres undefined)	-1	7	0	-3	22	-7	-9	10	0
CCOc1ccccc1N1CCN(CC(=O)NCCc2ccc(S(N)(=O)=O)cc2)CC1	4	-13	-1	-2	2	1	1	3	-3
CCCn1nc2cc(C(=O)NC3CCc4ccccc43)ccc2c1OCC (centres undefined)	6	-1	-1	-2	-1	-44	.	14	-2
O=C(Nc1nc(-c2ccc(Cl)s2)cs1)c1cccs1	8	39	6	91*	0	16	-2	73*	2
O=C(Nc1ccccc1-c1ccccc1)NC1CC2CCCC(C1)N2Cc1ccc(F)cc1 (centres undefined)	0	-3	1	-2	15	11	-8	3	1
CCOC(=O)Cn1c(=NC(=O)CN2C(=O)CCC2=O)sc2cc(S(N)(=O)=O)ccc21	7	-5	-1	1	3	-12	2	6	0
O=C(O)CCSc1nnc(-c2ccncc2)n1-c1ccccc1	0	0	-1	8	-1	14	-2	6	1
Cc1ccc2c(ccn3cc4c(c(=O)n(C)c(=O)n4C)c23)c1	.	-14	.	-6	19	-4	20	-1	-2
COc1ccc(C2Nc3ccccc3C(=O)N2Cc2ccco2)cc1COc1ccc(NC(C)=O)cc1 (centres undefined)	3	-1	1	3	2	-1	-1	9	2
CCOc1ccc(NC(=O)c2ccc(CNc3c(N4CCCC4)c(=O)c3=O)cc2)cc1	-1	41*	1	11	9	7	-2	21	2
O=C(CN(C(=O)C1CSC(=O)C1)c1cccc(F)c1)NC1CCCC1 (centres undefined)	0	-15	0	-4	0	3	9	12	9.2*

Of the compounds above, these have an aryl methoxy group.
SMILES	Runt-SMMHC FRET	thrombin 1536	Runt-CBFb FRET	FXIa inh 1536	Hck Nef HTS	hK5 inh	14-3-3 Bad PPI	FXIIa inh 1536	Wee1 stabilizer
COc1cccc(/C=C2\N=C(c3c(-c4ccccc4)noc3C)OC2=O)c1	-3	0	-1	30	2	14	11	24	-2
COc1ccc2[nH]cc(CCn3ccc(=O)c(C)c3C)c2c1	4	1	0	4	2	.	-3	14	0
COc1ccc(/C=N/NC(=O)c2ccoc2C)cc1OC	0	-6	0	7	2	-14	-17	17	-1
CCOC(=O)CN(Cc1sccc1C)C(=O)Nc1cccc(OC)c1	3	-2	-134	-5	2	-9	-14[fluorescence artefact?]	3	0
COc1ccc(C2Nc3ccccc3C(=O)N2Cc2ccco2)cc1COc1ccc(NC(C)=O)cc1 (centres undefined)	3	-1	1	3	2	-1	-1	9	2

New compounds follow
SMILES	Runt-SMMHC FRET	thrombin 1536	Runt-CBFb FRET	FXIa inh 1536	Hck Nef HTS	hK5 inh	14-3-3 Bad PPI	FXIIa inh 1536	Wee1 stabilizer
CCC(C)NC(=O)NC(=O)N(C1CCCCC1)S(C)(=O)=O (centres undefined)	3	2	2	4	0	-3	9	18	-4
CCOC(=O)C(N)CSC1CC(=O)N(c2ccc(C(=O)OC)cc2)C1=O (centres undefined)	3	2	4	-1	2	-1	4[fluorescence artefact?]	-9	0
Cc1ccc(C(=O)NCC(=O)OCc2csc(-c3ccccc3)n2)cc1	2	-6	-1	10	1	-4	8[fluorescence artefact?]	13	-1
NC1=NC[C@H](c2ccccc2)N1CCCCC1CCCCC1	5	-18	1	-6	30	-5	-6	-3	.
Cc1ccc(NC(=S)N2CCN(c3nccc(C(F)(F)F)n3)CC2)c(C)c1	-3	-8	1	-2	37	-5	-22	2	-1
O=c1c(-c2n[nH]c(=S)n2-c2ccccc2)cccn1Cc1cccc(Cl)c1	13	-6	4	1	-17	4	5	7	3
C#Cc1ccc([C@@H]2C=C(C(=O)N3CCN(Cc4ccccc4)CC3)O[C@H](OCCCCO)C2)cc1	-3	-2	-3	2	14	4	-8	10	-2
O=C(c1cc2c(s1)CCCC2)N1CCN(C(=O)C2CCCO2)CC1 (centres undefined)	-3	-3	-1	3	3	-10	-3	1	2
O=C(Nc1nccs1)c1ccc(N2C(=O)C3CCCCC3C2=O)cc1 (centres undefined)	0	-3	3	-1	25	10	-13	5	0
O=c1c2ccccc2sc2nc(C3CCCCC3)n(Cc3ccco3)c(=O)c12	-18	-8	-19	1	31	-12	73*	-8	2
CC(C)(C)c1cc(CN(CCO)CCO)cc(C(C)(C)C)c1O	0	3	1	0	3	-16	7	14	-2
CNC(=O)Cn1ncc2c(C)n(Cc3ccc(C)cc3)c(C)c2c1=O	3	5	0	1	-2	-13	-16[fluorescence artefact?]	11	3
COc1ccccc1N(C)S(=O)(=O)c1ccc(C(=O)OCC(=O)NCc2ccco2)cc1	0	1	-1	9	1	-10	0	16	-2
Cc1ccc(-n2ncc3c(N4CCC5(CC4)OCCO5)ncnc32)c(C)c1	-2	-6	3	-5	0	0	8	3	1
CNC(=O)c1nnsc1S(=O)(=O)c1ccc(Cl)cc1	8	5	15	3	14	0	-9	1	-3
C[N+]1(CC(=O)Nc2ccccc2Cl)CCN(C(=O)c2cccs2)CC1	-6	4	1	7	5	4	-1	15	-1
Cc1nn(-c2ccccc2)c(Cl)c1/C=N/Nc1nc2ccccc2[nH]1	2	-5	1	0	2	-16	3[fluorescence artefact?]	8	3
CCOC(=O)N1CCN(Cc2nc3c(c(=O)[nH]c(=O)n3C)n2Cc2ccccc2C)CC1	6	0	-1	-4	-1	-6	4	14	4
O=C1CC(c2cccs2)Cc2nc(NC(=O)C3CC3)ncc21 (centres undefined)	1	-7	2	-9	-11	20	1	3	4
COc1ccc(OC)c(Nc2cc(C)nc3ccccc23)c1	1	3	-1	5	-1	-5	2	7	7
Cc1ccc2nsnc2c1N	-12	-3	0	-5	16	0	-11	6	-1
O=C(CNC(=O)c1ccc(Br)cc1)NCCc1nc2ccccc2[nH]1	4	4	6	13	-1	1	13	36	-1
COc1ccccc1N(C(=O)CN1C(=O)c2ccccc2S1(=O)=O)C(C(=O)NCC1CCCO1)c1ccc(F)cc1 (centres undefined)	-3	2	-8	8	6	-8	2	8	-1
O=S(=O)(c1ccc(S(=O)(=O)n2cnc3ccccc32)cc1)N1CCCCCC1	-3	0	-2	4	0	-1	69	0	1
Cn1c2c(c(=O)n(C)c1=O)C(NC(=O)C(C)(C)C)(C(F)(F)F)C(=O)N2 (centres undefined)	-6	-1	1	-8	-2	-7	-9	-2	-2
CCC(C)NC(=O)COC(=O)c1cccnc1Nc1ccccc1F (centres undefined)	-1	-9	1	-2	2	-1	3	7	-3
Cc1ccc(/C=c2/sc3n(c2=O)CCCN=3)o1	-9	-3	2	-2	-4	-10	-7	8	-1
CC(C)CC1=NN(C(=O)c2cccnc2)C(O)(C(F)(F)F)C1 (centres undefined)	2	-7	-2	9	5	-17	-17	19	-1
O=C(COC(=O)CNC(=O)c1ccccc1)Nc1ccc2c(c1)OCO2	-6	-1	-2	-2	2	0	-5	1	-2
Cc1ccc(CNCC(=O)Nc2cccc(S(=O)(=O)NC3=NCCCCC3)c2)cc1	3	-5	-2	-7	7	-2	11	0	-2
CCCc1[nH]nc2c1C(c1ccc(OC)cc1OC)C(C#N)=C(N)O2 (centres undefined)	2	-3	-1	-12	2	2	-4[fluorescence artefact?]	-17	-1
CCOc1ccc(OCc2cccc(C(=O)N3CCCCCC3)c2)cc1	-1	1	-5	-3	7	-15	-5	9	3
CCOC(=O)C1CCCN(C(=S)NC2CCCCC2)C1 (centres undefined)	-2	-3	-1	-10	13	-7	-7	-1	-1
Cc1cc(C)cc(NC(=O)C2CC(=O)n3ncnc3N2)c1 (centres undefined)	-5	-12	1	-5	18	-3	-3	2	-2
S=C(Nc1ccc(Oc2ccccc2)cc1)NC1CCCCCC1	3	-6	2	3	3	-2	-2	10	6
Nn1c(Cc2cccc3ccccc23)nnc1SCc1ccc(Cl)c(Cl)c1	1	1	-6	7	5	-7	-1	11	1
CCOC(=O)C1=C(C)NC(=O)NC1c1ccc2c(c1)OCO2 (centres undefined)	1	-4	3	-9	5	1	7	-6	0
O=C(COc1ccccc1[N+](=O)[O-])N/N=C/c1ccccn1	4	-5	0	-5	1	-12	-7	-1	2
O=C(N/N=C1/CCCc2ccccc21)c1cc([N+](=O)[O-])cc([N+](=O)[O-])c1	4	.	1	3	15	2	8	12	0
COc1ccc(Cl)cc1NC(=O)c1noc2c1CCCC2	-1	2	-2	-2	6	-14	-3	2	-1
CC1(C)CC(=O)C2=C(C1)NC(=O)NC2c1ccccc1 (centres undefined)	12	-1	4	5	8	20	5	15	-3
CCOC(=O)/C(=C/c1ccco1)NC(=O)c1ccc(Br)o1	-5	-2	6	-3	-2	.	4	3	2
CCN(CC)c1ccc(C=C2C(=O)OC3(CCCC3)OC2=O)cc1	-13	-6	2	-3	2	-2	-9	11	1
C(=N\c1nc2ccccc2n1CCN1CCOCC1)/c1cccs1	1	4	-1	16	0	-8	-8	24	-1
COc1ccc(OCCNS(=O)(=O)c2ccc3oc4ccccc4c3c2)cc1	-14	-1	-3	0	0	2	-7	-1	-2
COc1ccc(N(CC(=O)O)S(=O)(=O)c2ccc(OC)c(OC)c2)cc1	1	-2	-2	-6	-1	-4	1	2	3
O=c1[nH]cnc2ccccc12	1	0	-1	13	-4	1	0[fluorescence artefact?]	19	7
CCOCC(=O)N1CCN(c2ccccc2OC)CC1	-2	-3	-1	-1	-7	3	-7	.	-3
